Bioassay records deposited in PubChem BioAssay by National Center for Advancing Translational Sciences (NCATS).
L3MBTL1 inh – L3MBTL1 (human) inhibition; Potency, µM (highest dose often 57.1 µM), inactives show top-dose activity, negative = inhibition, hits mostly inhibitors; AID 485360; AlphaScreen L3MBTL1–H3K9me1 peptide binding; 0.66% of 230,000 active; further: nearly all actives have a fitted effect of over 60% in size
Target sequence (Q9Y468 whole entry, looked up): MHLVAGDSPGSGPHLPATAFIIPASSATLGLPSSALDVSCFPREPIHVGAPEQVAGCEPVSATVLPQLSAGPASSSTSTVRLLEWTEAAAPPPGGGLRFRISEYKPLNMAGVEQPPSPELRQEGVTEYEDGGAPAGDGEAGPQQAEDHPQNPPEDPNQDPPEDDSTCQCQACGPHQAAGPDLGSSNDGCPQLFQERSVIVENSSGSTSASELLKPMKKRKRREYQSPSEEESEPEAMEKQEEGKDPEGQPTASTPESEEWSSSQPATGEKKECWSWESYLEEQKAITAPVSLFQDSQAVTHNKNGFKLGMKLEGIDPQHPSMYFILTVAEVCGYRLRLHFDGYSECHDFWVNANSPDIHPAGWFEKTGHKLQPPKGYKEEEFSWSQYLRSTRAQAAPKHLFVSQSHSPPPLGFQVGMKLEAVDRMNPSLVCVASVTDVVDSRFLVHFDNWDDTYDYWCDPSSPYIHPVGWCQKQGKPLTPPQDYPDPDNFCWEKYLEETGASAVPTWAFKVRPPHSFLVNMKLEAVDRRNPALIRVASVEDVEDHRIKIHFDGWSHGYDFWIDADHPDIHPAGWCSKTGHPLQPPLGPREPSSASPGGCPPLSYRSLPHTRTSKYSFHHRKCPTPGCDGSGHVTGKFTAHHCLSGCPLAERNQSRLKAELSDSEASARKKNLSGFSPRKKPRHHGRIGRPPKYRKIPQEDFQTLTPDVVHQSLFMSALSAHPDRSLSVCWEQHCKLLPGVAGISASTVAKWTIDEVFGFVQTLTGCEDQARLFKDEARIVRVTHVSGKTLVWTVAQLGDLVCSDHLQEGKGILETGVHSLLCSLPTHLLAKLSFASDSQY
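L3MBTL1 50 nM + b-AHA-H3(1-15)K9me1 75 nM, 30 min RT; compound added, 30 min RT; streptavidin donor/Ni-chelate acceptor beads 10 ug/mL each final, 30 min RT dark; AlphaScreen read.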
ALDH1A1 block – inhibitors of human aldehyde dehydrogenase 1A1; P00352; Purified ALDH1A1, NADH fluorescence, propionaldehyde substrate; Potency, µM (highest dose often 75.3 µM), without a hit: at the top dose activity, negative = inhibition, usual class: inhibitors; 7.3% of 220,000 active; active means well fitted inhibition curve with a large enough effect, not every such curve was filed as active; inconclusive means small, poorly fitted or top-dose-only effect, or another doubt; inactive means no such curve, though single readings can be large or run the other way;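 further: plate controls were no enzyme wells and a reference inhibitor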
GLA spleen mod – alpha-galactosidase A (human) modulation; Potency, µM (doses to about 80 µM), for the others: top-dose activity change, negative = inhibition, actives largely listed as inhibitors; 0.008% of 240,000 active; human spleen homogenate, 4MU-alpha-Gal fluorescence, 40 min; P06280;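 further: 0% = enzyme with vehicle and -100% = no enzyme basal signal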
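qHTS titration in buffer at pH 5.0. Alpha-galactosidase activity in spleen homogenate was measured via 4-methylumbelliferone release from 1 mM fluorogenic substrate after 40 min at 37C and a pH 10 stop. AC50 came from Hill fits of control-normalized data.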
The depositor's hits bear a star; ? = inconclusive; · = no result given; [ ] = remark or other dose. Unless noted, the call rests on the fitted dose curve; in most records, active means well fitted curve in the direction sought with a large enough effect; inconclusive means small, poorly fitted or top-dose-only effect, or another doubt; inactive means no such curve, though single readings can be large; an effect the other way counts as inactive or inconclusive. Unless noted, on the % scale 0 is the no-effect control and ±100 the full control effect; potency means the concentration at half of the fitted maximal effect. The list is partial. The share of hits here may be higher or lower than overall.

Results follow in this order: L3MBTL1 inh	GLA spleen mod	ALDH1A1 block
1: CCOCCCn1c(SC(C)C(=O)NCC2CCCO2)nc2sc(C)c(C)c2c1=O (centres undefined)
  -11%	·	·
2: Cc1ccc(S(=O)(=O)N2CCOCC2)cc1C(=O)N1CCN(c2ccc(C(F)(F)F)cn2)CC1
  -7%	·	·
3: COc1ccc(OC)c(/C=C/C(=O)OCC(=O)NC2CCCCCCC2)c1
  30%[activator]	·	·
4: CC(c1ccccc1)N1CC(C(=O)Nc2ccc(F)cc2)CC1=O (centres undefined)
  0%	·	·
5: CCc1ccc(CN(C(=O)c2oc3ccccc3c2C)C2CCS(=O)(=O)C2)cc1 (centres undefined)
  -1%	·	·
6: CC(C)[C@@H](C(=O)NC1CCN(Cc2ccccc2)CC1)N1C(=O)N2CCc3c([nH]c4ccccc34)[C@@]2(C)C1=O
  ?	·	·
7: COc1cc(C(=O)OCC(=O)c2ccccc2)cc2c1OCCO2
  1%	·	·
8: N#Cc1ccccc1S(=O)(=O)N1CCN(C(=O)CCc2ccccc2)CC1
  8%	·	·
9: COc1ccc(Cl)cc1NS(=O)(=O)c1cccc(C(=O)N2CC(C)OC(C)C2)c1 (centres undefined)
  -2%	·	·
10: COc1cc(OC)cc(-c2c(-c3ccc(C(C)=O)cc3)c3cc(-c4cccc5[nH]ccc45)ccc3n2C)c1
  1%	·	·

Results follow in this order: L3MBTL1 inh	GLA spleen mod	ALDH1A1 block
11: COCC1OS(=O)(=O)NC(CC(=O)SC(C)(C)C)C1C (centres undefined)
  -1%	·	·
12: C=CCC[C@@H](Cc1ccc(F)cc1)C(=O)O[C@H](CNC(=O)[C@H](CC=C)CC(=O)N(CCO)Cc1ccccc1)c1ccccc1
  -5%	·	·
13: CC1CCCN(C(=O)COC(=O)c2ccc3[nH]c4c(c3c2)CCCC4)C1 (centres undefined)
  -9%	·	·
14: CC1(C)C(=O)Nc2ccccc2N1C(=O)COC(=O)c1cc(Cl)cc(Cl)c1
  ?	·	·
15: O=C(CN1CCSC1=O)N1CCN(S(=O)(=O)c2ccc(F)cc2)CC1
  1%	·	·
16: C[C@@H](NC(=O)c1[nH]cnc1C(=O)Nc1cccc(Cl)c1)c1ccccc1
  -5%	·	·
17: O=C1CC(NS(=O)(=O)c2cccnc2)CN1c1ccc(Cl)cc1 (centres undefined)
  11%	·	·
18: CCCn1nnc(NC(=S)NC(=O)c2ccccc2OC)n1
  5%	·	·
19: O=C(COc1ccc([N+](=O)[O-])cc1Cl)N(C1CCCCC1)C1CCS(=O)(=O)C1 (centres undefined)
  2%	·	·
20: O=C(Cc1cccc2ccccc12)NCC(=O)N1CCN(Cc2cccc(C(F)(F)F)c2)CC1
  -8%	·	·

Results follow in this order: L3MBTL1 inh	GLA spleen mod	ALDH1A1 block
21: CCCCS(=O)(=O)N1CCC(C(=O)NCC2CCCO2)CC1 (centres undefined)
  38%[activator]	·	·
22: O=C1NC(=Nc2ccccc2Br)SC1(CO)CO
  2%[2.29 µM]	·	·
23: C#CCOCCOCCOCCNc1nc(N2CCOCC2)nc(N2CCN(C(=O)CCCCCCCCCCNC(=O)[C@H](CO)n3cc(CCCSC)nn3)CC2)n1
  0%	·	·
24: CCCN(C(=O)CCCSc1nc2ccccc2[nH]1)c1c(N)n(Cc2ccccc2)c(=O)[nH]c1=O
  -4%	·	·
25: CC(C)c1ccccc1OCC(=O)Nc1cc(S(=O)(=O)N2CCOCC2)ccc1N1CCCC1
  -13%	·	·
26: Cc1ccc(S(=O)(=O)N2CCC(C(=O)OCC(=O)NCCc3ccccc3)CC2)cc1C
  10%	·	·
27: Cc1cccc(NC(=O)COC(=O)CCc2ccccc2)c1C
  2%	·	·
28: CCN(CC(=O)Nc1c(F)cccc1F)C(=O)c1ccc(NC(=O)CC2SC(N3CCCC3)=NC2=O)cc1 (centres undefined)
  14%	·	·
29: COC(=O)c1ccc(NC(=O)CCN2C(=O)NC(C)(C)C2=O)cc1
  2%	·	·
30: CCN1CCN(c2c(C=O)c(Cl)nc3ccc(OC)cc23)CC1
  -2%[2.29 µM]	·	·

17 successive compounds out of the list so far, quoted:
Results follow in this order: L3MBTL1 inh	GLA spleen mod	ALDH1A1 block
14: CC1(C)C(=O)Nc2ccccc2N1C(=O)COC(=O)c1cc(Cl)cc(Cl)c1
  ?	·	·
15: O=C(CN1CCSC1=O)N1CCN(S(=O)(=O)c2ccc(F)cc2)CC1
  1%	·	·
16: C[C@@H](NC(=O)c1[nH]cnc1C(=O)Nc1cccc(Cl)c1)c1ccccc1
  -5%	·	·
17: O=C1CC(NS(=O)(=O)c2cccnc2)CN1c1ccc(Cl)cc1 (centres undefined)
  11%	·	·
18: CCCn1nnc(NC(=S)NC(=O)c2ccccc2OC)n1
  5%	·	·
19: O=C(COc1ccc([N+](=O)[O-])cc1Cl)N(C1CCCCC1)C1CCS(=O)(=O)C1 (centres undefined)
  2%	·	·
20: O=C(Cc1cccc2ccccc12)NCC(=O)N1CCN(Cc2cccc(C(F)(F)F)c2)CC1
  -8%	·	·
21: CCCCS(=O)(=O)N1CCC(C(=O)NCC2CCCO2)CC1 (centres undefined)
  38%[activator]	·	·
22: O=C1NC(=Nc2ccccc2Br)SC1(CO)CO
  2%[2.29 µM]	·	·
23: C#CCOCCOCCOCCNc1nc(N2CCOCC2)nc(N2CCN(C(=O)CCCCCCCCCCNC(=O)[C@H](CO)n3cc(CCCSC)nn3)CC2)n1
  0%	·	·
24: CCCN(C(=O)CCCSc1nc2ccccc2[nH]1)c1c(N)n(Cc2ccccc2)c(=O)[nH]c1=O
  -4%	·	·
25: CC(C)c1ccccc1OCC(=O)Nc1cc(S(=O)(=O)N2CCOCC2)ccc1N1CCCC1
  -13%	·	·
26: Cc1ccc(S(=O)(=O)N2CCC(C(=O)OCC(=O)NCCc3ccccc3)CC2)cc1C
  10%	·	·
27: Cc1cccc(NC(=O)COC(=O)CCc2ccccc2)c1C
  2%	·	·
28: CCN(CC(=O)Nc1c(F)cccc1F)C(=O)c1ccc(NC(=O)CC2SC(N3CCCC3)=NC2=O)cc1 (centres undefined)
  14%	·	·
29: COC(=O)c1ccc(NC(=O)CCN2C(=O)NC(C)(C)C2=O)cc1
  2%	·	·
30: CCN1CCN(c2c(C=O)c(Cl)nc3ccc(OC)cc23)CC1
  -2%[2.29 µM]	·	·

Remaining list, next part
Results follow in this order: L3MBTL1 inh	GLA spleen mod	ALDH1A1 block
31: COc1ccc(-c2nc(-c3ccncc3)no2)c(OC)c1
  60%	·	·
32: COC(=O)c1ccccc1NC(=O)COC(=O)/C=C/c1cccs1
  5%	·	·
33: COCc1ccc(-c2ccc3c(c2)c(C#Cc2ccsc2)c(-c2cc(OC)cc(OC)c2)n3C)cc1
  33%[activator]	·	·
34: COc1ccc(-c2ccc(OC)cc2)cc1
  35%[activator]	3%	1%
